Screening results (PubChem BioAssay)
PP5 primary: inhibitors of human protein phosphatase 5 (PP5); purified PP5c, OMFP substrate fluorescence; inhibition, % at 6.7 µM; AID 1987; hit rate 0.18% among 320,000; P53041;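 active means inhibition above the campaign's mean inhibition across all tested compounds plus 3 SD, cut at about 9.5% in these data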;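 further: 0% = DMSO only and 100% = 100 µM cantharidin control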
Fh CTSL1 inh: cathepsin L1 inhibition, PFM18AAP counter-screen | recombinant F. hepatica cathepsin L1, Z-Leu-Arg-MCA fluorescence | inhibition, % at 5.96 µM | hit rate 0.49% among 300,000;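 active means inhibition above the mean of all tested compounds plus 3 SD, set per screening campaign, cut at about 17% in these data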;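 further: 0% = plate median of test compound wells and 100% = 1 µM Z-Phe-Ala-diazomethylketone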
core dimer inh: HCV core protein dimerization inhibition | TR-FRET GST/Flag-core106 dimerization, 1536-well | inhibition, % at 5 µM | hit rate 0.33% among 300,000 | AID 1899;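 active means inhibition above the mean of all tested compounds plus 3 SD, set per screening campaign, cut at about 45% in these data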
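Assay system: GST-tagged and Flag-tagged HCV core protein residues 1-106 / Times: compound-protein-antibody incubation 4 h at 22.5 °C / Signal: time-resolved FRET, ex 340 nm, em 617 and 671 nm / Evaluation: % inhibition based on acceptor/donor emission ratio / Benchmarks: wells lacking GST-core106 and wells with excess unlabelled core106 / Repeats: singlicate, one well per compound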
CR mimetic SO: caloric restriction mimetics inhibiting age-related superoxide in yeast; S. cerevisiae aged cells, superoxide DHE fluorescence; active compounds read low; superoxide response (% of plate mean), % at 10 µM; hit rate 0.18% among 330,000; AID 2690;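 active means superoxide response under a set limit, about three screen SD below normal, cut at about 65% in these data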;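 further: yeast aged for seven days with compound at 30 °C before DHE staining; 100% = average MFI of all compound-treated wells on the plate with controls excluded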
PP1 counter: blocks human PP1-alpha phosphatase, a PP5 counter-screen; purified PP1alpha, OMFP fluorescence; inhibition, % at 6.7 µM; hit rate 0.9% among 320,000; AID 2235; P62136;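 active means inhibition above the mean inhibition of all tested compounds plus 3 SD, computed separately for each screening campaign, cut at about 15% in these data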
Target sequence (P62136 whole entry, looked up): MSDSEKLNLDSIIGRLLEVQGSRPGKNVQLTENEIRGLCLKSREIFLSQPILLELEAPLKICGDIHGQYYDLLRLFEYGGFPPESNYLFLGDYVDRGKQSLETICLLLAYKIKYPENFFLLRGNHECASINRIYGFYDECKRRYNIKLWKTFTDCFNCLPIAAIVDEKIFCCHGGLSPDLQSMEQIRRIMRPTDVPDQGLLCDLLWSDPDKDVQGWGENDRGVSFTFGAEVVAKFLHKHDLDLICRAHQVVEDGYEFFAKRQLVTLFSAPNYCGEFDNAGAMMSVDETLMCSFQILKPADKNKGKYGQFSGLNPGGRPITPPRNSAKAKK
ZTA DNA inh: blocks Epstein-Barr virus ZTA, an EBNA-1 counter-screen. AID 2234. hit rate 0.15% among 320,000. P03206. ZTA-DNA binding, fluorescence polarization. inhibition, % at 11 µM; in the data active means inhibition above about 33%
Target sequence (P03206 whole entry, looked up): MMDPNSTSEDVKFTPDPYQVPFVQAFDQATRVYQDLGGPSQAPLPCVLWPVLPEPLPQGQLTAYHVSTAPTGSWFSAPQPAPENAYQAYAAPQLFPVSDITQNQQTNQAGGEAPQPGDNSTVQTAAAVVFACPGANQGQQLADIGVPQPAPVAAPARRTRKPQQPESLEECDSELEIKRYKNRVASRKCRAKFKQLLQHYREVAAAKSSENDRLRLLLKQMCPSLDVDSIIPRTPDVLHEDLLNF
EBNA-1 inh: blocks EBNA-1 binding to DNA | hit rate 0.34% among 300,000 | AID 1950 | EBNA-1 DNA binding, fluorescence polarization | inhibition, % at 14.8 µM; in the data active means inhibition above about 28%
GASC-1 inh: blocks human GASC-1 demethylase activity; Q9H3R0; GST-JMJD2C(1-420) H3K9me3 demethylation, DELFIA europium; inhibition, % at 2.35 µM; hit rate 0.069% among 330,000; AID 2099;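 active means more than half of a compound's replicate wells show inhibition beyond 50%, single wells judged on their own value; inconclusive means some, but no more than half, of replicates pass 50% inhibition; inactive means no replicate passes 50% inhibition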;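 further: signal counts dimethyl H3K9 product captured on neutravidin plate; 0% = median of DMSO wells and 100% = 0.3 times that DMSO median; strong numbers were not always called active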
Target sequence (Q9H3R0 1-420 limits assumed): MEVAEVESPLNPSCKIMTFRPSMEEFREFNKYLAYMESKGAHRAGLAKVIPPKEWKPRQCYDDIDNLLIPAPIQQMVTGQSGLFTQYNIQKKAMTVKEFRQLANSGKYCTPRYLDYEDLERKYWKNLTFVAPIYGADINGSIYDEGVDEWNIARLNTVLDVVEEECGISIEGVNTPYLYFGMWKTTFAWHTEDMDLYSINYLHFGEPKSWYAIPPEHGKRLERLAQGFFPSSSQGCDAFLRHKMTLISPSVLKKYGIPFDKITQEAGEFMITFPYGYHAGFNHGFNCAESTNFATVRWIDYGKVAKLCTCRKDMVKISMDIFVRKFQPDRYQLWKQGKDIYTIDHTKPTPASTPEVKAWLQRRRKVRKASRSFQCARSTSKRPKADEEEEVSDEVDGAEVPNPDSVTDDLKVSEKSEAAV
TPT1 inhibitor: blocks Candida albicans tRNA 2'-phosphotransferase | hit rate 0.81% among 300,000 | AID 1962 | inhibition, % at 5 µM | recombinant caTPT1, FP RNA substrate dephosphorylation;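 active means inhibition above the mean of all tested compounds plus 3 SD, set per screening campaign, cut at about 24% in these data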;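 further: plate controls were DMSO alone for no effect and ferristatin control at 100 nM for full effect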
* marks the source's active call; other numbers are inactive results; i = inactive; ? = inconclusive; nt = no result given.

#1 O=C(NCc1ccncc1)c1cc(S(=O)(=O)N2CCOCC2)c(Cl)cc1Cl
#2 C[N+]1([O-])[C@@H]2Cc3cc4c(cc3[C@@H]1Cc1cc3c(cc12)OCO3)OCO4 (some centres undefined)
#3 C=CCn1c(-c2ccoc2C)n[nH]c1=S
#4 Cc1ccnc(NS(=O)(=O)c2ccc(NC(=O)c3ccc(S(=O)(=O)N4CC(C)OC(C)C4)cc3)cc2)n1 (centres undefined)
#5 CCCCn1c(=O)[nH]c(=O)c2c1nc(-c1ccsc1)n2Cc1ccccc1
#6 COc1ccc(C2(C)NC(=O)N(CC(=O)Nc3c(C)n(C)n(-c4ccccc4)c3=O)C2=O)cc1 (centres undefined)
#7 O=C(NNc1ccc([N+](=O)[O-])cc1)C1CC2CCCC(C1)C2=O (centres undefined)
#8 CCCCNC(=S)Nc1ccc(OC)nc1

assay / entry,1,2,3,4,5,6,7,8
PP5 primary,-1.4,1.8,4.4,1.5,-1.7,-0.2,-0.9,2.2
Fh CTSL1 inh,3,-2,-4,1,0,4,8,-2
core dimer inh,0,-4,-2,0,21,-1,3,-9
CR mimetic SO,101,100,105,102,107,93,103,100
PP1 counter,1,9,-1,-2,9,-1,-5,1
ZTA DNA inh,-7,1,5,8,11,13,-2,-14
EBNA-1 inh,2,10,3,-1,2,0,10,7
GASC-1 inh,5,-5,6,0,-4,0,5,3
TPT1 inhibitor,-2,-1,0,-3,-4,3,-2,-17

#9 O=C(c1ccc(-c2ccccc2Cl)s1)N1CCOCC1
#10 Cc1ccc(S(=O)(=O)NCCC(=O)N(C)Cc2cccs2)cc1
#11 CC(NCC(c1ccco1)N1CCCCC1)C(=O)NC1CCCC1 (centres undefined)
#12 Cc1c(-c2ccco2)[n+](=O)c2c(n1[O-])CCCCC2
#13 Cc1ccc(-c2csc3nc4cc(C(N)=O)ccc4c(=O)n23)cc1
#14 O=[N+]([O-])c1ccc(Cl)cc1N/N=C/c1ccncc1
#15 Cc1ccc2[nH]c(=O)cc(C(=O)OCC(=O)c3ccccc3)c2c1
#16 c1ccc(-c2cnc(CN3CCN(c4ccccc4)CC3)o2)cc1

assay / entry,9,10,11,12,13,14,15,16
PP5 primary,-0.3,2.6,-0.7,-0.3,1.7,2.1,2.8,-0.6
Fh CTSL1 inh,-1,nt,4,-1,2,-1,4,-1
core dimer inh,9,nt,-4,-1,0,17,5,1
CR mimetic SO,97,94,99,103,87,94,95,106
PP1 counter,2,-2,-3,-6,1,0,1,3
ZTA DNA inh,5,-9,-16,12,-2,4,7,-4
EBNA-1 inh,6,nt,-2,0,2,3,7,6
GASC-1 inh,11,1,-16,0,nt,17,-2,8
TPT1 inhibitor,0,nt,-3,-3,0,-3,-1,-2

#17 O=S(=O)(NCCc1ccccn1)c1cccs1
#18 COc1ccc(NC(=O)/C(C#N)=C/c2ccc(Sc3nncn3C)c([N+](=O)[O-])c2)cc1
#19 CC(C)(C)C1=Nn2c(nnc2-c2n[nH]c3c2CCC3)SC1
#20 Cc1ccc(S(=O)(=O)N2CCC(C(=O)NNC(=O)C3CC3)CC2)cc1Cl
#21 COc1ccc(N=Cc2nc(-c3ccco3)oc2O)cc1
#22 COc1cccc(-c2nc(=S)c3c(o2)CCCC3)c1
#23 O=C(COc1cnc2ccccc2n1)NCCC1=CCCCC1
#24 Cc1[nH]c2ccc(Br)cc2c(=O)c1CN1CCCCCC1

assay / entry,17,18,19,20,21,22,23,24
PP5 primary,-2.6,-1.8,-1.6,-1.0,-3.4,1.7,1.2,0.0
Fh CTSL1 inh,0,6,0,2,4,-7,0,-3
core dimer inh,-2,4,-1,0,-17,3,-7,2
CR mimetic SO,96,126,80,97,112,110,102,105
PP1 counter,-3,-3,-1,-3,-3,5,3,-2
ZTA DNA inh,9,2,7,6,-4,-11,0,3
EBNA-1 inh,1,-3,7,4,4,6,-7,0
GASC-1 inh,-3,7,nt,-3,4,-35,-2,-16
TPT1 inhibitor,0,0,0,-1,0,2,1,0

#25 Cc1ccc(C(=O)NC(=S)NCc2ccco2)cc1
#26 CCN(CC)CCNC(=O)CCCCCn1c(=O)[nH]c2cc(C(=O)OC)ccc2c1=O
#27 Cc1cc(C)nc(SCCN2CCOCC2)n1
#28 Cc1nc2sc(C(c3ccc(Cl)cc3)N3CCOCC3)c(O)n2n1 (centres undefined)
#29 COc1ccc2cc(C(=O)N3CCN(Cc4ccc5c(c4)OCO5)CC3)[nH]c2c1
#30 NC(=O)CNC(=O)[C@@H]1CC2(CC(c3ccc(Cl)cc3)=NO2)CN1C(=O)c1ccc(Br)cc1 (some centres undefined)
#31 Cc1cn2c(=O)c(C(=O)N3CCN(c4ccccc4Cl)CC3)cnc2s1
#32 Cc1nn(-c2ccc(Cl)cc2Cl)c(=O)c2ccccc12

assay / entry,25,26,27,28,29,30,31,32
PP5 primary,1.5,-1.1,-0.3,-0.6,1.6,0.1,-2.5,2.6
Fh CTSL1 inh,4,-4,5,-4,7,-1,0,-4
core dimer inh,15,4,0,5,1,-1,0,-3
CR mimetic SO,86,109,92,87,102,88,95,92
PP1 counter,5,-8,-3,0,-4,0,-5,4
ZTA DNA inh,-1,9,-1,8,14,3,13,-20
EBNA-1 inh,5,15,8,-2,0,3,3,3
GASC-1 inh,-1,-5,0,1,?,5,10,-4
TPT1 inhibitor,0,2,2,0,0,1,-2,-3

#33 O=C1CCCc2c1[nH]c1ccc(CN3CCCCC3)cc21
#34 O=C(NCc1ccc(N2CCCC2=O)cc1)C1CCC(=O)N(Cc2ccccc2F)C1 (centres undefined)
#35 CC(=O)C1=C(c2ccccc2)NC(=O)NC1c1ccc2c(c1)OCO2 (centres undefined)
#36 CCc1ccccc1N1CSC2=C(C#N)C(c3cc(OC)c(OC)cc3OC)CC(=O)N2C1 (centres undefined)
#37 COCc1c(C(=O)N2CCN(c3ccc(C(F)(F)F)cn3)CC2)oc2ccccc12
#38 O=C(O)c1cccc(NS(=O)(=O)c2ccc(C3CCCCC3)cc2)c1
#39 COc1ccc(S(=O)(=O)Nc2c(C(=O)O)[nH]c3ccccc23)cc1OC
#40 N#CCSc1nnc2sc3ccccc3n12

assay / entry,33,34,35,36,37,38,39,40
PP5 primary,-2.1,4.0,-0.5,5.2,2.8,2.5,-0.6,-2.5
Fh CTSL1 inh,-1,1,-1,16,-6,2,-6,0
core dimer inh,0,9,3,23,3,10,-10,12
CR mimetic SO,100,90,97,117,124,108,105,88
PP1 counter,-5,1,-1,-10,0,-4,1,-2
ZTA DNA inh,10,6,-13,17,3,2,-6,18
EBNA-1 inh,7,10,-2,-20,-3,0,-4,10
GASC-1 inh,3,12,10,0,-4,21,24,8
TPT1 inhibitor,-1,0,0,9,1,-8,1,2

#41 C/C(CC(=O)NC(C)C)=N\NC(=O)COc1cc(C)c(Br)cc1Br
#42 CCOc1ccc(NC(=O)Cn2nnc(-c3ccccc3NC(=O)c3cccs3)n2)cc1
#43 CC1CCCCC1NC(=O)C1CCN(S(=O)(=O)N2CCC3(CC2)OCCO3)CC1 (centres undefined)
#44 O=C(Nc1ccc(N2CCN(C(=O)c3ccco3)CC2)cc1)c1cccnc1Cl
#45 O=C(Cc1ccc([N+](=O)[O-])cc1)NC1CCCCCC1
#46 CC(C)C(=O)Nc1c2c(nc3ccccc13)N(C)CC2
#47 CC(CC(=O)Nc1ccc(Br)cc1F)S(=O)(=O)c1ccc2c(c1)NC(=O)CO2 (centres undefined)
#48 C=C(C)CSc1nnc(-c2ccc(C)cc2)n1N

assay / entry,41,42,43,44,45,46,47,48
PP5 primary,-0.4,-2.7,1.0,1.0,2.9,-0.2,3.4,2.1
Fh CTSL1 inh,3,1,-7,-2,6,0,-5,6
core dimer inh,-6,7,-5,-3,-6,-1,5,-14
CR mimetic SO,100,98,102,100,101,93,88,109
PP1 counter,-1,-2,-3,-3,-1,-5,-6,7
ZTA DNA inh,-2,-5,0,-7,-13,-2,11,-25
EBNA-1 inh,-5,2,3,5,-20,10,-9,10
GASC-1 inh,i,-1,1,-1,0,4,-3,-5
TPT1 inhibitor,-1,-3,-1,2,3,-4,2,-4

#49 COc1cc(/C=N\NC(=O)c2ccc(C)nc2)ccc1OC(=O)c1cccc(F)c1
#50 Cc1cc(Cl)c(S(=O)(=O)N2CCN(c3ccccc3)CC2)cc1OCC(N)=O
#51 C=C1Cn2c(nnc2-c2ccc(Cl)cc2)S1
#52 COC(=O)[C@@H](NC(=O)c1cc(COc2cncc(Cl)c2)on1)c1ccccc1
#53 CN(c1ccc(C(=O)NCc2ccco2)cc1)S(C)(=O)=O
#54 COc1ccc(NC(=O)CC(C(=O)O)N2CCCCC2)cc1 (centres undefined)
#55 C=CCn1cc(F)c(=O)n(CC=C)c1=O
#56 CCc1nnc(NS(=O)(=O)c2ccc(NC(=O)/C=C/C(=O)O)cc2)s1

assay / entry,49,50,51,52,53,54,55,56
PP5 primary,0.9,1.5,-2.2,-0.1,-0.8,2.9,2.0,-0.1
Fh CTSL1 inh,2,4,-1,-2,-3,-2,-2,-1
core dimer inh,-1,-3,-4,2,-7,-1,3,1
CR mimetic SO,98,85,109,96,100,89,106,99
PP1 counter,1,-3,-8,-2,-4,2,-5,-3
ZTA DNA inh,14,2,12,-14,12,5,3,10
EBNA-1 inh,9,11,8,0,12,10,-4,-4
GASC-1 inh,-6,11,2,-2,-3,-3,-7,9
TPT1 inhibitor,-8,0,0,1,-1,0,-4,-2

#57 CCOC(=O)/C=C/C(=O)Nc1nccs1
#58 CCCCN(CCCC)/C(N)=N/c1nc(C)cc(C)n1
#59 COc1ccc(C(=O)NCC(c2cccnc2)N2CCN(c3ccc(F)cc3)CC2)cc1OC (centres undefined)
#60 Cc1nc(-c2noc(-c3ccccc3Cl)n2)c(C(F)(F)F)o1
#61 CCC(=O)NC(Nc1cc(C)cc(C)n1)(C(F)(F)F)C(F)(F)F

assay / entry,57,58,59,60,61
PP5 primary,-5.5,-0.7,2.4,-1.4,3.1
Fh CTSL1 inh,3,2,0,0,1
core dimer inh,-12,-1,-4,3,-2
CR mimetic SO,81,96,89,93,108
PP1 counter,-4,3,-2,-6,-7
ZTA DNA inh,-25,-4,-10,4,-6
EBNA-1 inh,-4,-2,-7,1,-9
GASC-1 inh,-8,1,nt,3,14
TPT1 inhibitor,-5,1,-5,-3,-1

Reprinted at random: two records from the list
#23 O=C(COc1cnc2ccccc2n1)NCCC1=CCCCC1
#1 O=C(NCc1ccncc1)c1cc(S(=O)(=O)N2CCOCC2)c(Cl)cc1Cl

assay / entry,23,1
PP5 primary,1.2,-1.4
Fh CTSL1 inh,0,3
core dimer inh,-7,0
CR mimetic SO,102,101
PP1 counter,3,1
ZTA DNA inh,0,-7
EBNA-1 inh,-7,2
GASC-1 inh,-2,5
TPT1 inhibitor,1,-2

Ordered by length of the SMILES (smallest number first): some entries from above.
#25 Cc1ccc(C(=O)NC(=S)NCc2ccco2)cc1
#60 Cc1nc(-c2noc(-c3ccccc3Cl)n2)c(C(F)(F)F)o1
#34 O=C(NCc1ccc(N2CCCC2=O)cc1)C1CCC(=O)N(Cc2ccccc2F)C1 (centres undefined)
#42 CCOc1ccc(NC(=O)Cn2nnc(-c3ccccc3NC(=O)c3cccs3)n2)cc1

assay / entry,25,60,34,42
PP5 primary,1.5,-1.4,4.0,-2.7
Fh CTSL1 inh,4,0,1,1
core dimer inh,15,3,9,7
CR mimetic SO,86,93,90,98
PP1 counter,5,-6,1,-2
ZTA DNA inh,-1,4,6,-5
EBNA-1 inh,5,1,10,2
GASC-1 inh,-1,3,12,-1
TPT1 inhibitor,0,-3,0,-3
